# Mtb FBA inh: Mtb FBA enzyme inhibitors, primary screen, biochemical, fluorescence, strain H37Rv; 2.3% of 360,000 active; AID 588726, 2011; inhibition, % at 1 µM; purified M. tuberculosis FBA, fluorescence read-out; in the data active = inhibition above about 27%;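 note: 0% = vehicle and 100% = reference inhibitor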
# Target sequence (P9WQA3 whole entry, looked up): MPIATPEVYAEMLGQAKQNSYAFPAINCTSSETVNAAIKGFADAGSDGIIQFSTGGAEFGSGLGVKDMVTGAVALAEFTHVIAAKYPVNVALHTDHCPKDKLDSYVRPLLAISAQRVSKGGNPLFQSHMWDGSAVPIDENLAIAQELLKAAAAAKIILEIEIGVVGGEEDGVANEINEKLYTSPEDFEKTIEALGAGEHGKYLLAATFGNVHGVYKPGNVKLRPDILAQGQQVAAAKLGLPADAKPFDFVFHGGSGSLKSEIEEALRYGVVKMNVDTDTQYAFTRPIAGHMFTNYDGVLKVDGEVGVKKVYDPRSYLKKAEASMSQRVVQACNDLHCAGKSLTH
# Rv3671c inh: Rv3671c serine protease inhibitors, primary screen, biochemical, fluorescence polarization, M. tuberculosis H37Rv. P9WHR9. inhibition, % at 5.96 µM. 0.048% of 320,000 active; in the data active = inhibition above about 38%;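 note: extracellular domain of Rv3671c used as enzyme; 0% = enzyme with DMSO and 100% = no enzyme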
# Target sequence (P9WHR9 whole entry, looked up, the tested form may be a part): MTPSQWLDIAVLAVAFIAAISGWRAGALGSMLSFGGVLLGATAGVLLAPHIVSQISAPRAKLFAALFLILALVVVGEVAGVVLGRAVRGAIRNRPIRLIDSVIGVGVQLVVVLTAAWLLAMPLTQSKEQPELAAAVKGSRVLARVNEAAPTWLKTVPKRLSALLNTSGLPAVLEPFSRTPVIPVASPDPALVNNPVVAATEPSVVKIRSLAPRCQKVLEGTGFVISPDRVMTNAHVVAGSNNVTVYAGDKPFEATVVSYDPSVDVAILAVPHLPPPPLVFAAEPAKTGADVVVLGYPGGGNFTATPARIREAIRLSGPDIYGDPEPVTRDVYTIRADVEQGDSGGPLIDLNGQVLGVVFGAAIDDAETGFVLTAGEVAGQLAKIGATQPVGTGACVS
# GDH-TPI counter: GDH-TPI coupling enzyme inhibitors, primary screen, artefact control for M. tuberculosis FBA inhibitor project, biochemical, absorbance, full deck; GDH-TPI coupled enzyme counterscreen, NADH absorbance; inhibition, % at 4.8 µM; 1.2% of 360,000 active; AID 588335, 2011; in the data active = inhibition above about 30%;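 note: 0% = DMSO wells and 100% = wells lacking the enzyme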
# MazF activator: activators of E. coli MazEF toxin-antitoxin RNase, primary screen, biochemical, fluorescence, uHTS | FAM/BHQ RNA-DNA oligo cleavage fluorescence, 5 h | 0.32% of 350,000 active | Endoribonuclease toxin MazF (Escherichia coli (strain K12)), P0AE70 | activation, % at 20 µM; in the data active = activation above about 50%
# Target sequence (P0AE70 whole entry, looked up): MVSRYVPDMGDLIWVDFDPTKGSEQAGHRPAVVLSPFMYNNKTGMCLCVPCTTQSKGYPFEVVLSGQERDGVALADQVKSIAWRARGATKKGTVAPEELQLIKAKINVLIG
# PrPC surface inh: inhibitors of human cell surface prion protein PrPC, primary screen, cell-based, TR-FRET | TR-FRET read-out | inhibition, % at 13.8 µM | 0.43% of 370,000 active | AID 720596, 2013; in the data active = inhibition above about 24%; note: 0% = median of the test wells and 100% = reference compound wells
# Mtb UGM inh: M. tuberculosis UGM enzyme inhibitors, primary screen, biochemical, fluorescence polarization, single point; UDP-galactopyranose mutase (Mycobacterium tuberculosis (strain ATCC 25618 / H37Rv)), …; purified UGM, fluorescence polarization probe displacement; inhibition, % at 10 µM; 0.06% of 320,000 active; AID 504406, 2011; in the data active = inhibition above about 10%, passing the limit was not always enough; inconclusive = no clear call, values can overlap the other calls
# BoNT F protease: BoNT/F light chain protease inhibitors, primary screen, biochemical, flow cytometry, MLPCN library | 0.22% of 360,000 active | Multiplex microsphere protease cleavage assay | Botulinum neurotoxin type F light chain protease (Clostridium botulinum) | inhibition, % at 10 µM; in the data active = inhibition above about 35%, passing the limit was not always enough; inconclusive = no clear call, values can overlap the other calls; note: plate controls were buffer without enzyme for full effect and enzyme alone for no effect
# FadD28 FP inh: inhibitors of FadD28 bisubstrate probe binding, primary screen, biochemical, fluorescence polarization, single point; 0.22% of 360,000 active; Mycobacterium tuberculosis FadD28 fatty-acid-AMP ligase; AID 588549, 2011; inhibition, % at 12.5 µM; in the data active = inhibition above about 8.5%, passing the limit was not always enough; inconclusive = no clear call, values can overlap the other calls
# Mtb BioA inh: M. tuberculosis BioA enzyme inhibitors, primary screen, biochemical, plate reader, single point, HTS. 7,8-diaminopelargonic acid synthase BioA (Mycobacterium tuberculosis). purified M. tuberculosis BioA enzyme. inhibition, % at 9.99 µM. 0.096% of 360,000 active; in the data active = inhibition above about 40%; inconclusive = no clear call, values can overlap the other calls
# An asterisk follows results filed as active; ? = inconclusive; nt = not tested or not shown.
No.	SMILES	Mtb FBA inh	Rv3671c inh	GDH-TPI counter	MazF activator	PrPC surface inh
1	CCOc1cc(S(=O)(=O)N(CC)CC)c(OCC)cc1-n1cnnn1	28*	4	10	-7	-8
2	Clc1ccccc1Cn1nc(-c2ccccc2)nc1-c1ccccc1	-9	-9	-10	-1	-7
3	COCCCNc1ccn2nc(-c3ccc(OCCN4CCOCC4)cc3)cc2n1	23	nt	2	nt	7
4	CCCCC(=O)Nc1nnc(SCC(=O)Nc2ccc(OC)cc2)s1	1	11	3	0	4
5	CSC1=C(C#N)C(c2ccc(C)cc2)C2=C(CCCC2=O)N1 (stereo unspecified)	-1	0	-3	5	-1
6	Cc1ccc(N=Nc2ccc(O)c(/C=N\NC(=O)c3ccc(N)cc3)c2)cc1C	1	0	8	8	-2
7	COc1cccc(C(=O)NCCS(=O)(=O)N2CCCC(C)C2)c1 (stereo unspecified)	0	nt	-7	-3	4
8	Cc1ccc(NC(=O)CCc2nnc3ccc(N4CCOCC4)nn23)cc1C	5	-10	9	10	4
9	CCCCCCCCNC(=O)/C(C#N)=C/c1ccc2c(c1)OCCO2	-1	-8	9	6	4
10	CCN1CCN(Cc2ccc(C)cc2C)CC1	-1	-1	2	8	0
11	O=C(COC(=O)c1n[nH]c2ccccc12)Nc1ccc([N+](=O)[O-])cc1	0	-107	12	-13	1
12	Oc1nc(Nc2cccc(Cl)c2)sc1/C=C1\C=Nc2ccccc21	-3	-17	25	2	-5
13	COc1ccc(C(=O)/C=C(\C)NCc2ccc3c(c2)OCO3)cc1	-1	-4	7	-5	1
14	CCC(C)c1ccccc1OCCn1ccnc1 (stereo unspecified)	2	-24	-4	4	2
15	CCOC(=O)c1cnc2c(OC)cccc2c1N1CCN(c2ccccn2)CC1	2	-7	24	2	-4

No.	Mtb UGM inh	BoNT F protease	FadD28 FP inh	Mtb BioA inh
1	nt	-10	-0.8	-1.1
2	-3.0	3	-3.4	-0.3
3	nt	-3	-4.0	-0.9
4	-1.0	1	-1.9	-1.2
5	3.3	?	-5.5	-0.4
6	3.8	-1	-0.5	nt
7	nt	2	-2.9	1.2
8	-2.3	3	-1.5	0.0
9	0.0	-4	2.0	nt
10	2.9	-8	-0.4	3.8
11	2.2	-3	0.8	nt
12	-3.6	-11	-2.2	-1.8
13	-1.9	3	-3.5	3.4
14	-2.2	7	-4.1	nt
15	4.5	-5	-0.3	2.6

# Entries above that have sulfur, in the order listed:
No.	SMILES	Mtb FBA inh	Rv3671c inh	GDH-TPI counter	MazF activator	PrPC surface inh
1	CCOc1cc(S(=O)(=O)N(CC)CC)c(OCC)cc1-n1cnnn1	28*	4	10	-7	-8
4	CCCCC(=O)Nc1nnc(SCC(=O)Nc2ccc(OC)cc2)s1	1	11	3	0	4
5	CSC1=C(C#N)C(c2ccc(C)cc2)C2=C(CCCC2=O)N1 (stereo unspecified)	-1	0	-3	5	-1
7	COc1cccc(C(=O)NCCS(=O)(=O)N2CCCC(C)C2)c1 (stereo unspecified)	0	nt	-7	-3	4
12	Oc1nc(Nc2cccc(Cl)c2)sc1/C=C1\C=Nc2ccccc21	-3	-17	25	2	-5

No.	Mtb UGM inh	BoNT F protease	FadD28 FP inh	Mtb BioA inh
1	nt	-10	-0.8	-1.1
4	-1.0	1	-1.9	-1.2
5	3.3	?	-5.5	-0.4
7	nt	2	-2.9	1.2
12	-3.6	-11	-2.2	-1.8

# Record cards (already shown). Order of values: Mtb FBA inh, Rv3671c inh, GDH-TPI counter, MazF activator, PrPC surface inh, Mtb UGM inh, BoNT F protease, FadD28 FP inh, Mtb BioA inh
# Shown for COc1ccc(C(=O)/C=C(\C)NCc2ccc3c(c2)OCO3)cc1 = -1, -4, 7, -5, 1, -1.9, 3, -3.5, 3.4
# Shown for Oc1nc(Nc2cccc(Cl)c2)sc1/C=C1\C=Nc2ccccc21 = -3, -17, 25, 2, -5, -3.6, -11, -2.2, -1.8

# Other records follow:
No.	SMILES	Mtb FBA inh	Rv3671c inh	GDH-TPI counter	MazF activator	PrPC surface inh
16	Cc1c(NC2=NC3(CCCCC3)Cc3ccccc32)c(=O)n(C)n1-c1ccccc1	-1	-5	-9	-9	-9
17	CCOc1ccc(NC(=O)CCC(=O)NNC(=O)Nc2cccc(Cl)c2)cc1	-2	-1	0	10	4
18	COc1ccc(S(=O)(=O)N(CCc2ccccc2)CC(N)=O)cc1	4	-3	-1	-2	4
19	CCOC(=O)c1sc(-c2ccccn2)nc1C	0	-8	0	1	-4
20	Cc1ccc2c(c1)C(O)(CC(=O)c1ccc3c(c1)OCO3)C(=O)N2 (stereo unspecified)	2	-4	8	8	3
21	CCCN(CC(=O)Nc1ccc(NC(C)=O)cc1)CC(=O)Nc1ccc(F)c(F)c1F	2	-18	-7	6	1
22	Cc1[nH]n(-c2nc(-c3cccc([N+](=O)[O-])c3)cs2)c(=O)c1C	6	12	1	3	-29
23	C#CCN1C(=O)C(O)(CC(=O)/C=C/C=C/c2ccccc2)c2ccccc21 (stereo unspecified)	0	-6	15	2	-1
24	Cc1ccc(-c2ccc(SCC(=O)NC3CCCC3)nn2)cc1	3	1	8	8	-3
25	COc1ccc(N2CCN(C(=O)COC(=O)c3cccc(S(=O)(=O)Nc4ccccc4OC)c3)CC2)cc1	1	-10	4	0	2
26	CC(C)C[C@H]1CNC(=S)N1CC1CCCN1C[C@H](CC(C)C)N1C[C@H](Cc2ccccc2)N(CC2CCCCCC2)C1=S (stereo partly specified)	1	nt	5	0	8
27	O=C(CSc1nnc(Nc2ccccc2)s1)Nc1cccc(S(=O)(=O)N2CCCCC2)c1	1	-63	5	7	0
28	O=C(COC(=O)Cn1cnc2ccccc21)NCCc1ccccc1	-1	-2	-4	4	-5
29	Cc1ccc(C(=O)NCC(=O)Nc2ncccc2C)s1	4	7	8	-1	0
30	Cc1ccc(NC(=O)COC(=O)CCCC2=NS(=O)(=O)c3ccccc3N2)cc1C	-1	-7	4	-2	-1

No.	Mtb UGM inh	BoNT F protease	FadD28 FP inh	Mtb BioA inh
16	-2.1	22	-4.6	nt
17	-0.4	8	-1.3	nt
18	-0.7	-10	-1.5	nt
19	2.1	-3	-3.8	nt
20	-2.8	15	-0.4	0.2
21	-1.3	-4	-2.0	0.2
22	-3.9	-12	-0.2	0.0
23	-2.2	-1	-0.1	nt
24	0.4	0	0.2	-0.9
25	-0.6	1	-1.8	-0.7
26	nt	-12	-1.3	-0.5
27	1.3	0	-4.5	-10
28	-0.9	-27	-1.9	0.8
29	5.2	0	-1.3	0.0
30	1.9	-13	-2.9	1.7

# Other structures.
No.	SMILES	Mtb FBA inh	Rv3671c inh	GDH-TPI counter	MazF activator	PrPC surface inh
31	COc1ccc([N+](=O)[O-])cc1/C=N/NC(=O)Cc1ccccc1	3	6	5	-9	-1
32	CC(C)NC(=O)CN1C(=O)C(=O)c2ccccc21	3	0	9	2	-8
33	CCCS(=O)(=O)N1CCN(c2ccccc2F)CC1	0	5	18	8	3
34	CCN(CC)c1cccc(OCC(=O)N(C)CCC#N)c1	-1	-11	1	-4	1
35	COc1cc(-c2cc3nc(NCc4cccs4)ccn3n2)cc(OC)c1OC	8	nt	11	nt	20
36	C=CCN(c1ccccc1)S(=O)(=O)c1cccc(C(=O)NNC(=O)c2ccncc2)c1	0	7	11	-1	-7
37	COc1cc(OC)cc(C(=O)N/N=C2/SCC(=O)N2Cc2ccco2)c1	2	12	1	1	7
38	COc1cc(-c2nnn(CC#N)n2)ccc1OCc1ccccc1	1	-4	6	4	13
39	O=C(Nc1ccc(O)c2c(=O)cc(-c3ccccc3Cl)oc12)c1cccc(Cl)c1	3	2	21	-3	6
40	COc1ccc(C(=O)C[n+]2cccc(C)c2)cc1	-1	5	-5	2	2
41	COc1cccc(CCc2nnc(CCC(=O)N3CCN(Cc4ccccn4)CC3)o2)c1	2	-5	1	0	6
42	COc1ccc(C2CC(=O)Nc3cc(OC)c(OC)cc32)cc1 (stereo unspecified)	-3	nt	0	5	-8
43	COc1ccc(-c2cc(-n3c(C(F)(F)F)nc4ccccc43)n(CCC#N)n2)cc1	-11	-3	7	1	-1
44	O=P(OC1=CCCCC1)(c1ccccc1)c1ccccc1	5	nt	nt	nt	6
45	CN1CCC(NC(=O)Nc2cccc(C(F)(F)F)c2)CC1	2	3	3	7	-3

No.	Mtb UGM inh	BoNT F protease	FadD28 FP inh	Mtb BioA inh
31	-4.1	-7	-1.6	nt
32	2.2	-2	-0.5	-0.3
33	2.8	2	0.5	-0.1
34	2.1	-18	0.2	-3.7
35	nt	0	-2.1	-1.3
36	nt	-2	-3.2	1.4
37	0.6	1	-4.4	-1.2
38	-2.6	-9	0.6	0.2
39	-0.3	-3	-1.1	-5.3
40	1.9	0	1.1	nt
41	0.8	3	-1.7	nt
42	nt	1	-1.9	2.8
43	2.8	-13	-3.4	0.2
44	nt	9	0.2	1.2
45	0.9	1	-1.3	-1.8

# Other results:
No.	SMILES	Mtb FBA inh	Rv3671c inh	GDH-TPI counter	MazF activator	PrPC surface inh
46	Nc1nn(S(=O)(=O)c2ccccc2)cc1-c1cccc([N+](=O)[O-])c1	-1	-1	0	-9	-39
47	Cc1ccc(NC(=O)c2cc(C)on2)cc1	4	7	-3	3	3
48	COc1ccc(C(=O)Oc2cc(N)n(S(=O)(=O)c3ccccc3)n2)cc1	5	-4	4	-6	1
49	Cc1nc2ccc(-c3nc4ccccc4[nH]3)cc2[nH]1	34*	6	-9	3	-4
50	Cc1nc2ccccc2cc1C(=O)N/N=C/c1cccs1	1	2	23	12	-6

No.	Mtb UGM inh	BoNT F protease	FadD28 FP inh	Mtb BioA inh
46	-0.1	5	-1.8	nt
47	-1.3	4	1.3	nt
48	2.5	3	-0.6	nt
49	-2.6	1	-9.9	nt
50	2.6	38*	-3.3	0.3

# Results in Rv3671c inh, GDH-TPI counter and Mtb BioA inh, for some of the entries so far:
no. | Molecule | Rv3671c inh | GDH-TPI counter | Mtb BioA inh
17 | CCOc1ccc(NC(=O)CCC(=O)NNC(=O)Nc2cccc(Cl)c2)cc1 | -1 | 0 | nt
21 | CCCN(CC(=O)Nc1ccc(NC(C)=O)cc1)CC(=O)Nc1ccc(F)c(F)c1F | -18 | -7 | 0.2
22 | Cc1[nH]n(-c2nc(-c3cccc([N+](=O)[O-])c3)cs2)c(=O)c1C | 12 | 1 | 0.0
35 | COc1cc(-c2cc3nc(NCc4cccs4)ccn3n2)cc(OC)c1OC | nt | 11 | -1.3
46 | Nc1nn(S(=O)(=O)c2ccccc2)cc1-c1cccc([N+](=O)[O-])c1 | -1 | 0 | nt

# Screens from PubChem BioAssay.
